# ERG-DNA inh = ERG Ets/DNA interaction inhibition | P11308 | fluorescence polarization, His-ERG Ets domain / labelled DNA | Potency, µM (series often up to 76.9 µM), inactives show at the highest dose FP activity, negative = inhibition, actives largely listed as inhibitors | 0.028% of 370,000 active; active = well fitted inhibition curve with a large enough effect in the polarisation, with a control signal flat; inconclusive = small, poorly fitted or top-dose-only effect, or effect the other way, or a change in a side signal; inactive = no such curve, though single readings can be large or run the other way; the % refers to the polarisation;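 note: polarization taken with two DNA probes labelled with fluorescein and Texas red; potency is the fitted concentration of half-maximal effect; % of control where 0% means no effect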
#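 His-tagged ERG Ets domain (1 uM in the protein solution; 300mM KCl, 50mM Tris-HCl, 1mM EDTA, 1mM DTT, pH 7.5) received compound, then a probe mix of 5 nM fluorescein-DNA and 100nM Texas-615-DNA. Fluorescence polarization was read for both dyes.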
# LDHA block = blocks human lactate dehydrogenase A; P00338; AID 1347041; activity change, % (values are at about 110 or 230 µM); 0.15% of 480,000 active; purified LDHA, NADH/diaphorase-resazurin fluorescence; hits give low values; in the data active = activity change below about -30%; inconclusive = mostly about -25% to -30%;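 note: plate controls were DMSO wells for no effect and wells without enzyme for full effect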
#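 Human LDH5 (2 nM) was incubated with 0.06 mM NADH and 0.2 mM pyruvate for 5 min at room temperature in Tris pH 7.4. Remaining NADH was coupled through diaphorase/resazurin, and resorufin fluorescence was read at 0 and 20 min.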
# Anesthetic bind = candidate novel general anesthetic via apoferritin binding. apoferritin/1-aminoanthracene competitive binding, fluorescence. Potency, µM (titrated, usually from 77.5 µM), for the others: at the top dose activity change, negative = displacement, actives largely listed as inhibitors. 0.074% of 350,000 active. P02791; note: potency is the fitted concentration of half-maximal effect; % is set by controls: 0 for no effect and ±100 for the full control effect; nearly all actives have a fitted effect of over 20% in size
#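 In PBS, apoferritin at 10 uM is loaded with 1-AMA from a 50% saturated solution. After 10 min of compound exposure at ambient temperature, reduced 535 nm fluorescence indicates probe displacement.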
# APEX1 inh = APE1 (human) endonuclease inhibition; P27695; recombinant APE1, TAMRA/BHQ-2 abasic DNA cleavage fluorescence; Potency, µM (doses to about 65.8 µM), without a hit: at the top dose activity change, negative = inhibition, usual class: inhibitors; 0.35% of 350,000 active; AID 2517;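 note: potency is the fitted concentration of half-maximal effect; plate controls were vehicle for no effect and reference inhibitor for full effect; nearly all actives have a fitted effect of over 55% in size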
#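 Step 1: APE1 (0.75 nM) with compound, 15 min RT. Step 2: add 50 nM fluorophore/quencher THF duplex. Step 3: three fluorescence reads 60 s apart (525/598 nm); read 3 minus read 1 = reaction progress.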
# ALOX12 inh = inhibitors of human 12S-lipoxygenase ALOX12; Potency, µM (series often up to 108 µM), inactives show at the highest dose activity change, negative = inhibition, usual class: inhibitors; P18054; 1.1% of 580,000 active; purified 12hLO, xylenol orange hydroperoxide absorbance; note: potency is the fitted concentration of half-maximal effect; % is set by controls: 0 for no effect and ±100 for the full control effect
#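 Purified human 12hLO (150 nM final) in 25 mM Hepes, 0.01% Triton X-100, pH 7.0 was preincubated 15 min at room temperature with compound. Then 40 uM arachidonic acid was added, 30 min. Hydroperoxide was read by Fe-XO absorbance ratio 573/405 nm.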
# POLB inh = DNA polymerase beta (human) inhibition; AID 485314; P06746; 1.3% of 340,000 active; Potency, µM (titrated, usually from 114 µM), inactives show top-dose activity change, negative = inhibition, actives largely listed as inhibitors; Pol beta primer extension/strand displacement, fluorescence kinetic; note: potency is the fitted concentration of half-maximal effect; % is set by controls: 0 for no effect and ±100 for the full control effect
#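 Enzyme-only controls used 10 nM Pol beta; buffer lacking enzyme served as negative control. Compound preincubated 15 min, then 50 nM substrate added; 0 and 10 min reads at room temperature.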
# POLH inh = blocks human DNA polymerase eta activity | recombinant Pol eta, fluorescent DNA replication assay | 1.2% of 390,000 active | AID 588591 | Potency, µM (series often up to 114 µM), inactives show at the highest dose activity change, negative = inhibition, hits mostly inhibitors; note: potency is the fitted concentration of half-maximal effect; % is set by controls: 0 for no effect and ±100 for the full control effect
#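 Fluorescent replication assay: 50 nM final substrate added after a 15 min room-temperature compound preincubation with 10 nM enzyme. Signal taken at 0 min and again at 10 min.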
# POLK inh = inhibitors of human DNA polymerase kappa. Q9UBT6. purified Pol kappa, fluorescent DNA synthesis assay, 10 min. Potency, µM (titrated, usually from 107 µM), without a hit: top-dose activity, negative = inhibition, actives largely listed as inhibitors. 0.53% of 400,000 active. AID 588579; note: potency is the fitted concentration of half-maximal effect; % is set by controls: 0 for no effect and ±100 for the full control effect
# Target sequence (Q9UBT6 whole entry, looked up): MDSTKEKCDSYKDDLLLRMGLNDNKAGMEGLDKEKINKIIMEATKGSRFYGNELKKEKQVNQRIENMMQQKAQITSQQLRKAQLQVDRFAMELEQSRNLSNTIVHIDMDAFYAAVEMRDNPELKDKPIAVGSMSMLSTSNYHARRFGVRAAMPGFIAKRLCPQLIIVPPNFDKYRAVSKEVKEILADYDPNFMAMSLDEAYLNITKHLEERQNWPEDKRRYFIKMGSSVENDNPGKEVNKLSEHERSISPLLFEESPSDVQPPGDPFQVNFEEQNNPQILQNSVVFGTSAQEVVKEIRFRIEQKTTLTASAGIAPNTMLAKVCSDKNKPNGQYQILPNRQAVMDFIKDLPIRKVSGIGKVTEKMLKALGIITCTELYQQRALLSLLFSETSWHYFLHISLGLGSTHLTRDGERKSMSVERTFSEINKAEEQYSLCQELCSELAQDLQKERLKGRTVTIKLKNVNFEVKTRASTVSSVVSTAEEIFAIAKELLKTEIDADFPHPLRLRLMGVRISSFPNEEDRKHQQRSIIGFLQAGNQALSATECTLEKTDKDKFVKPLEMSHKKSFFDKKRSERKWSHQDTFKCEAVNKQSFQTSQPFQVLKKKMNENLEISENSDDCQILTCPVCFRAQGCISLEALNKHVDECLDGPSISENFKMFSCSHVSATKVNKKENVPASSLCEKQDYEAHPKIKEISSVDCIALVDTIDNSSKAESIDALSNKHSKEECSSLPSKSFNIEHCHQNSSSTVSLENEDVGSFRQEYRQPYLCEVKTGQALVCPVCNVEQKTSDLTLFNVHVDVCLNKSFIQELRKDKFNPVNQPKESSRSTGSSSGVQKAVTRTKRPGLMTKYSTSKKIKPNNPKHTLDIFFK
#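 First, compounds were pin-transferred onto 10 nM Pol kappa. After 15 min at room temperature, substrate was added to 50 nM final. Fluorescence was then measured kinetically at 0 and 10 min.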
# RGS4 inh = inhibitors of human regulator of G protein signaling 4; AID 504845; P49798; Potency, µM (highest dose often 114 µM), without a hit: at the top dose activity change, negative = inhibition, hits mostly inhibitors; Transcreener GDP fluorescence polarization, RGS4-accelerated GTP hydrolysis; 0.039% of 390,000 active; note: potency is the fitted concentration of half-maximal effect; % is set by controls: 0 for no effect and ±100 for the full control effect; nearly all actives have a fitted effect of over 75% in size; some results filed as inactive show a strong effect at the top dose
# Target sequence (P49798 whole entry, looked up): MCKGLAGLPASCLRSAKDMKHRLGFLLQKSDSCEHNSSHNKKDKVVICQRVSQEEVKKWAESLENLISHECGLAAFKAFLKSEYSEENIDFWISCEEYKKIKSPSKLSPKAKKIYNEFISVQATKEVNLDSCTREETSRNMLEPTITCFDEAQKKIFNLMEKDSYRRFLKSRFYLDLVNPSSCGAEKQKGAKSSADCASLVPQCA
#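 MLSMR compounds (23 nl, pin-transferred) preincubated 10 min at room temperature with a 500nM (2x) first reagent, then RGS4 at 900nM (2x) plus Transcreener GDP mix added; fluorescence polarization (620/688 nm) read before and after 90 min at 30 °C.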
# * marks the source's active call; other numbers are inactive results; u = inconclusive; x = not tested or not shown; & = joins results of further samples; [ ] = remark or other dose. Unless noted, calls come from the whole dose curve; as a rule, active = well fitted curve in the direction sought with a large enough effect; inconclusive = small, poorly fitted or top-dose-only effect, or another doubt; inactive = no such curve, though single readings can be large; an effect the other way counts as inactive or inconclusive. The list is partial; the hit share may differ from the screen's.
Structure	LDHA block	RGS4 inh	POLK inh	POLH inh	ERG-DNA inh	APEX1 inh	ALOX12 inh	POLB inh	Anesthetic bind
COc1ccc2c(CC(=O)N3CCN(S(=O)(=O)c4ccc(F)cc4)CC3)coc2c1	0	12%	u	32µM*	8%	-10%	u	x	x
Cc1cc(C)n2nc(CNS(=O)(=O)c3cccc(Cl)c3)nc2n1	-5	5%	1%	-4%	1%	x	-19%	42%	5%
Cc1ccc(CNC(=O)C2CCN(S(=O)(=O)c3ccc4nc5c(c(C(=O)O)c4c3)CC(C)CC5)CC2)cc1 (centres undefined)	0&-1	4%&-21%	9%&6%	-17%&-12%	-7%&0%	6%	u	11%&2%	10%&-8%
Cc1cccc(N(C(=O)c2snc(C(N)=O)c2N)C(C(=O)NCc2ccccc2)c2ccncc2)c1 (centres undefined)	-6	-20%	-22%	2%	-3%	11%	-25%	2%	-10%
CCOc1ccc(CCNC(=O)CN(C)S(=O)(=O)c2cccc3nsnc23)cc1OCC	-2	-24%	0%	-10%	-4%	-3%	0%	30%	-13%
O=C(CN1C(=O)N/C(=C\c2ccccc2OCc2ccc(C(=O)O)cc2)C1=O)Nc1ccc(F)cc1	-14	-10%	u	-13%	54%[activator]	-36%	4%	79µM*	-4%
CCn1cc(CNC(=O)c2cc([N+](=O)[O-])c(C)c([N+](=O)[O-])c2)cn1	6	-21%	-21%	-9%	10%	-2%	5%	2%	6%
CC(=O)OCCCCCCCCCCC[N+]1(C)CCCCC1	-5	-3%	7%	10%	6%	5%	u	24%	-8%
O=C(Nc1ccc(SC(F)F)cc1)c1ccc2nccnc2c1	4	-45%	-5%	-14%	x	-1%	u	-18%	-11%
O=C(Nc1cc(S(=O)(=O)N2CCOCC2)ccc1O)c1ccc2c(c1)S(=O)(=O)c1ccccc1C2=O	-10	u	-10%	-18%	-1%	-4%	-26%	-26%	-12%
O=C(CCc1nc2ccccc2[nH]1)Nc1ccc2c(c1)OCCO2	0	-21%	17%	-9%	3%	3%	407%[activator]	-3%	-3%
Fc1ccc(-c2ccnn2-c2ccccc2)cc1	-18	19%	-13%	-15%	2%	0%	-3%	15%	-10%
C=CCNC(=O)CN1CCC(n2nnc3cc(C(F)(F)F)ccc32)CC1	1	-17%	0%	-15%	2%	12%	-5%	44%	-14%
C#CCOCCOCCOCCNc1nc(N2CCN(C(=O)Cn3cc(CCCN=C(N)N)nn3)CC2)nc(N2CCN(C(=O)[C@H](CCCCN)n3cc(CCC(=O)O)nn3)CC2)n1	0	-6%	5%	-5%	3%	8%	u	x	x
CN(C)C(=O)N1CCN(C(=O)c2ccco2)CC1	-8	7%	0%	-18%	-1%	-8%	29%[57.4 µM]	0%	4%
O=C(Nc1nc2ccccc2s1)c1cccc(N2C(=O)CCC2=O)c1	-2	-28%	-2%	-23%	0%	3%	-12%	12%	-6%
Cn1c(O)c(N=NC(=O)C2COc3ccccc3O2)c2ccccc21 (centres undefined)	0	-34%[56.9 µM]	3%	3%	-4%	0%	6%	33%	-10%
Cc1ccc(NC(=O)C2c3ccccc3Oc3ccccc32)c(C)c1	-11	20%	-5%	0%	x	5%	-1%	15%	-3%
Cc1ccc(-n2[nH]c(C)c(C=Nc3cc(C)ccn3)c2=O)cc1	0	u	-25%	-6%	2%	-4%	u	16%	0%
N/C(=N\OC(=O)COc1ccccc1Cl)c1ccccn1	-7	33%	-10%	-10%	-7%	-3%	15%	27%	-23%
COc1cc(C(=O)OCCn2c(=O)c3c(ncn3CCN(C)C)n(C)c2=O)cc(OC)c1OC	0	10%	-10%	0%	-9%	7%	-17%	0%	-1%
CCCNC(=O)C(Cc1ccccc1)NC(=O)c1ccc(C(C)(C)C)cc1 (centres undefined)	-17	27%	-4%	-7%	4%	3%	-23%	x	x
OCc1c(OCc2cccc(F)c2)ccc2ccccc12	-4	-4%	-5%	-27%	-10%	-17%	5%	15%	u
COc1ccc(C2OC(=O)CC2C(=O)NCc2ccc(F)cc2)cc1OC (centres undefined)	-9	-26%	-18%	-13%	5%	-10%	u	-14%	-3%
CCOc1ccc(CN(C(=O)/C=C/c2ccco2)C2CCS(=O)(=O)C2)cc1 (centres undefined)	-19	-27%[56.9 µM]	-20%	0%	2%	3%	u	u	-14%
O=C(c1ccco1)N1CCCC(c2nc3c(nnn3Cc3ccc(F)cc3)c(=O)[nH]2)C1 (centres undefined)	-11	-2%	1%	-3%	-5%	5%[12.4 µM]	u	13%	-4%
COc1cccc(NC(=O)c2ccc(NC(C)=O)cc2)c1	-8	-3%	-7%	-8%	-5%	-1%	8%	-1%	2%
CC(CCc1ccccc1)NC(=O)CNC(=O)c1ccccc1Br (centres undefined)	-1	9%	-3%	-14%	10%	6%	-22%	0%	-3%
O=C(O)c1cccc(S(=O)(=O)N2CCN(S(=O)(=O)c3ccc4ccccc4c3)CC2)c1	-4	-6%	-1%	-20%	0%	8%	-19%	x	x
Cc1cccc(OCC(O)Cn2c(=N)n(Cc3ccccc3)c3ccccc32)c1 (centres undefined)	-18	5%	-7%	-5%	6%	14%	0%	21%	0%
CCC1CCCCN1S(=O)(=O)c1ccc2c(c1)CCN2C(=O)C1CCC1 (centres undefined)	2	-2%	-3%	0%	7%	15%	-7%	9%	45%[activator]
NC(=O)c1ccccc1NS(=O)(=O)Cc1ccc(Cl)cc1	2	0%	0%	-10%	-1%	-1%	6%	-7%	-10%
CCc1c(C)nc2ncnn2c1Nc1ccc(C(C)=O)cc1	-6	-17%	-13%	7%	4%	-2%	0%	27%	-8%
CCOC1CCc2c(C)nc(N)nc2S1 (centres undefined)	-9	25%	0%	1%	-5%	-2%	7%	14%	-4%
Cc1ccc(Nc2ncnc3c2nnn3Cc2ccccc2)cc1	-4	13%	1%	-20%	-2%	5%	0%	2%	-8%
CC(C)c1ccc(NC(=O)c2cn(C3CCCCC3)c(=O)c3c2c2ccccc2n3C)cc1	-13	10%	0%	-14%	-1%	x	-15%	-1%	-1%
O=C(CCNC(=O)c1ccccc1Cl)Nc1cc(S(=O)(=O)N2CCOCC2)ccc1N1CCOCC1	-4	20%[11.4 µM]	-13%	-6%	-5%	3%	-7%	1%	-12%
CC(=O)NN1C(=O)c2ccccc2NC1c1ccccc1O (centres undefined)	5	-9%	4%	-9%	6%	3%	30%	3%	62%[activator]
CCCC(=O)C1CCN(Cc2ccccc2)CC1	-7	12%	-13%	-1%	4%	1%	14%	-6%	-7%
CC(C)C(CCN1C(=O)CCC1=O)C1CCOC(C)(C)C1 (centres undefined)	-8	29%	-24%	11%	1%	-1%	0%	-15%	-8%
CCn1c(=O)n(CC)c2cc(S(=O)(=O)N3CCCCC3)c(C)cc21	2	-16%	-5%	-16%	-4%	10%	26%	29%	-9%
COc1ccccc1Nc1nn2c(=O)c3ccc(C(=O)N4CCC(C)CC4)cc3nc2s1	0&-2	14%&15%	-2%&-24%	-25%&-4%	-4%&-1%	-13%	u	-13%	-8%&-6%
Cc1cc(C(=O)NC2CC2)c2ccccc2n1	-5	-8%	-23%	-11%	-18%	-1%	0%	0%	0%
CN(C(=O)COC(=O)c1ccccc1SCC(=O)N1CCCC1)c1ccccc1	0	-1%	-6%	-7%	-7%	22%	93%[activator]	19%	-10%
CC1(C)CC(NC(=O)c2ccc(Cl)c(S(=O)(=O)N(Cc3ccccc3)c3ccccc3)c2)CC(C)(C)N1	-7	-14%	-8%	-16%	-5%	-6%	u	x	x
CC(C)C(=O)Nc1cc(S(=O)(=O)Nc2ccc(Cl)cc2)ccc1Cl	-12	26%	-2%[60.1 µM]	-17%	12%	-4%	-16%	-18%[57.1 µM]	-11%
Cc1cccc(N2CCN(C(=O)CCNS(=O)(=O)c3ccc4c(c3)oc(=O)n4C)CC2C)c1 (centres undefined)	-1	-9%	7%	-12%	4%	29%	-5%	58%	-13%
Cc1ccc(N(C(=O)CNC(=O)c2ccco2)C(C(=O)NC2CCCC2)c2ccncc2)cc1 (centres undefined)	-5	3%	5%	1%	-5%	23%	0%	-1%	3%
CC(C)Cc1nn2c(=O)cc(COC(=O)c3ccc4c(c3)OCO4)nc2s1	-7	13%	-2%	-3%	1%	x	-13%	5%	-3%
NC(=O)c1nsc(C(=O)N(Cc2cccnc2)C(C(=O)NC2CCCCC2)c2ccc(F)cc2)c1N (centres undefined)	-6	-5%	-4%	-6%	3%	68%[activator][12.4 µM]	u	8%	2%
Cn1c(=O)c(C(=O)COc2ccc(F)cc2Cl)c(N)n(Cc2ccccc2)c1=O	-1	18%	-13%	-13%	6%	-6%	2%	0%	-18%
O=C(Cn1ccc2ccccc2c1=O)NCCC(=O)N1CCN(C(=O)c2ccco2)CC1	-16	28%	-10%	-7%	-10%	x	-10%	x	x

# Some of these compounds in order of count of non-hydrogen atoms, largest number first:
Structure	LDHA block	RGS4 inh	POLK inh	POLH inh	ERG-DNA inh	APEX1 inh	ALOX12 inh	POLB inh	Anesthetic bind
O=C(CCNC(=O)c1ccccc1Cl)Nc1cc(S(=O)(=O)N2CCOCC2)ccc1N1CCOCC1	-4	20%[11.4 µM]	-13%	-6%	-5%	3%	-7%	1%	-12%
COc1ccccc1Nc1nn2c(=O)c3ccc(C(=O)N4CCC(C)CC4)cc3nc2s1	0&-2	14%&15%	-2%&-24%	-25%&-4%	-4%&-1%	-13%	u	-13%	-8%&-6%
O=C(Nc1nc2ccccc2s1)c1cccc(N2C(=O)CCC2=O)c1	-2	-28%	-2%	-23%	0%	3%	-12%	12%	-6%

# Screening results from PubChem.
